# CAL PDZ FP-1: inhibitors of human CAL PDZ peptide binding; purified CAL PDZ, TMR-peptide fluorescence polarization, 1 h; inhibition, % at 24.9 µM; 300,000 tested, 0.92% active; AID 602252;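 active means mean inhibition of at least 30% with at least half of replicates also reaching 30%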;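 further: 0% = DMSO neutral control and 100% = excess unlabeled competitor peptide PRC23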
# DAGLB inh: blocks human DAGLB lipase activity | 340,000 tested, 0.059% active | Q8NCG7 | HEK293T DAGLB membrane lysate, EnzChek fluorogenic substrate | inhibition, % at 5.17 µM | AID 504411; in the data active means inhibition above about 34%;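 further: 0% = enzyme with vehicle and 100% = wells lacking enzyme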
# PKA-R2B activ: activators of human PKA-R2B complex; P22694+P31323; PKA-R2B holoenzyme dissociation, Cy5-IP20 fluorescence polarization; R2B truncated from residue 108, S112A mutant; 0% DMSO only, 100% 113 µM cGMP; activation, % at 11.4 µM; 340,000 tested, 0.079% active; AID 504700;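 active means activation above a cutoff set at the mean over all compounds plus 3 SD, cut at about 18% in these data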;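 further: higher means more holoenzyme dissociation and a rise in polarization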
# Target sequence (P31323 whole entry, looked up, other chains not shown, the tested form may be a part): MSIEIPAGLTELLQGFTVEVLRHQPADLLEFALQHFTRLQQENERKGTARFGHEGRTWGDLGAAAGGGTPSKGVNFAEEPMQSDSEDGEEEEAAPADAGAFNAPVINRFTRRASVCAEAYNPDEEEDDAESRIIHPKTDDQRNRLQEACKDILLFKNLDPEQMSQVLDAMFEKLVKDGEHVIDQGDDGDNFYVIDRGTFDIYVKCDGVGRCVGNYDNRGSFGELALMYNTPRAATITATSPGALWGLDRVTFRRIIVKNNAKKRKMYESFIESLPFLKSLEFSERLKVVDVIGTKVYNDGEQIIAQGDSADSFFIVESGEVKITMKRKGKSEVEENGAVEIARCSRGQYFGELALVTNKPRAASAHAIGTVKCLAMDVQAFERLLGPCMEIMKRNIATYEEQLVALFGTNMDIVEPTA
# LANA DNA inh: blocks KSHV LANA C-terminal domain binding to DNA. MBP-C-LANA/FAM-LBS DNA binding, fluorescence polarization. inhibition, % at 9 µM. 340,000 tested, 0.078% active. AID 504423;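 active means highest replicate inhibition at or above 60% at 9 µM, even if other replicates fall short; inactive means all replicates below 60% inhibition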;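 further: 0% = neutral control wells and 100% = 4 µM acridine orange control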
# Keap1-Nrf2 PPI: Keap1-Nrf2 (human) interaction inhibition; Q14145; Keap1 Kelch-Nrf2 peptide fluorescence polarization, 1536-well; inhibition, % at 9.4 µM; 340,000 tested, 0.15% active; AID 504523; in the data active means inhibition above about 12%;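 further: human Keap1 Kelch domain with fluorescein labeled Nrf2 9mer peptide probe; 0% = neutral control wells and 100% = peptide positive control; higher means more block of Keap1 binding to Nrf2 peptide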
# Rtt109 HAT inh: blocks Candida albicans Rtt109/Vps75 acetyltransferase activity | Q5AAJ8 | 330,000 tested, 0.16% active | purified Rtt109/Vps75, ThioGlo CoA-SH fluorescence, 4 h | inhibition, % at 34.9 µM;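 active means inhibition of at least 50% in every replicate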
# Target sequence (Q5AAJ8 whole entry, looked up): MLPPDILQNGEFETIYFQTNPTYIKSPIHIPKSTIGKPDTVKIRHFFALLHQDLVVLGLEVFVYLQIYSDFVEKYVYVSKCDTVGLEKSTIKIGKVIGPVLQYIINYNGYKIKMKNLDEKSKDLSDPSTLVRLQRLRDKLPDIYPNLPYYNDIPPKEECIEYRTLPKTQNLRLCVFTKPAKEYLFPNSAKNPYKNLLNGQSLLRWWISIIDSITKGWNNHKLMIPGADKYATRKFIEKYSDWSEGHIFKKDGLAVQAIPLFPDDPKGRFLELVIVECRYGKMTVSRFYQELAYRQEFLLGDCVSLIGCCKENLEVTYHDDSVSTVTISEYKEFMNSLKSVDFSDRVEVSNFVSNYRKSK
# CAL PDZ FP-2: blocks peptide binding to human CAL PDZ domain; Q9HD26; purified CAL PDZ, TMR-peptide fluorescence polarization, 1 h; inhibition, % at 20 µM; 330,000 tested, 0.02% active; AID 504414;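 active means highest replicate inhibition of at least 40%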;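 further: plate controls were DMSO neutral control wells for no effect and unlabeled competitor peptide control wells for full effect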
#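 material = purified tagged CAL PDZ domain construct (CerCALP) | compound dosing = 20 µM, one dose | times = 1 h at RT | measured by = fluorescence polarization from S- and P-plane intensities, G-factor corrected | read-out = inhibition from polarization loss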
# Cardiac RTF inh: cardiac RTF calcium desensitization; 340,000 tested, 0.12% active; AID 493244; IANBD-labeled cardiac RTF, Ca2+ fluorescence; inhibition, % at 7.15 µM; P19429+P45379;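 active means inhibition above the mean inhibition of all tested compounds plus 3 SD, cut at about 17% in these data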;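 further: assay run at fixed EC70 calcium of 1.6 mM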
# SR-BI uptake up: SR-BI HDL lipid transfer activation; CHO ldlA[mSR-BI] cells, DiI-HDL uptake fluorescence, 3 h; 100 = double the neutral-control signal; activation, % at 12.5 µM; 320,000 tested, 0.096% active; AID 504775;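 active means mean replicate activation of at least 60% and every replicate at or above 60%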;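 further: 0% = median plate neutral-control signal and 100% = twice that signal; values of inactives mirror those of a sister screen read the other way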
#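 system = CHO ldlA[mSR-BI] cells, LDL receptor-null, SR-BI overexpressing | medium = Ham's F12 with 0.5% BSA, HEPES 25 mM, pH 7.4 | probe or stimulus = DiI-HDL 10 µg/mL | compound dosing = single-point compound dose | incubation = compound exposure 3 h, 37 °C | technique = DiI fluorescence, bottom read | read-out = cell-associated DiI fluorescence as measure of HDL uptake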
# RTF Ca sens act: increases calcium sensitivity of human cardiac regulated thin filaments. P19429+P45379. IANBD-labeled TnC RTF fluorescence at EC20 calcium; 0% EC20 calcium, 100% full calcium. activation, % at 7.2 µM. 340,000 tested, 0.24% active;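 active means activation above the mean over all tested compounds plus 3 SD, cut at about 30% in these data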;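 further: rise in fluorescence read as greater calcium sensitivity of cardiac thin filaments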
# Numbers without * were called inactive; . = no result given. An unsorted share of the library; about 1.6% have a hit in one of these screens.
# Under each structure – CAL PDZ FP-1, DAGLB inh, PKA-R2B activ, LANA DNA inh, Keap1-Nrf2 PPI, Rtt109 HAT inh, CAL PDZ FP-2, Cardiac RTF inh, SR-BI uptake up, RTF Ca sens act
1. Cc1ccc(S(=O)(=O)N2CCOCC2)cc1C(=O)OCC(=O)NCc1ccccc1
    -3, -1, -9, -0.6, -3, 0, -2.3, 0, 3, -8
2. Cc1ccccc1Nc1nc(N)nc(CSc2nnc3sc4ccccc4n23)n1
    -1, 1, -4, -1.8, 0, -1, -0.1, -9, 4, 2
3. O=C(Nc1cccc(-c2nc3ncccc3o2)c1)c1ccc2c(c1)OCO2
    ., 1, 2, -1.8, -3, 3, 0.3, -4, 16, -8
4. O=C(O)/C=C/c1cccnc1
    -3, 2, -6, 1.2, 1, -4, 0.5, 3, 9, -3
5. CCCCn1c(N)c(N(CC(C)C)C(=O)c2cccc(S(=O)(=O)N(CC)c3ccccc3)c2)c(=O)[nH]c1=O
    -4, 2, 2, -0.3, 1, 7, -0.5, -3, 20, -4
6. COc1ccc(-n2c(Cc3cccn3C)nnc2SCC(=O)Nc2ccc3c(c2)OCO3)cc1
    1, 3, -2, -0.9, -1, 8, -0.8, -5, -2, -3
7. CC1CCCCN1C(=O)COC(=O)c1cc(-c2cccs2)nn1-c1ccccc1 (stereo not drawn)
    ., -2, -9, 3.6, -4, 3, -1.8, 0, -33, 1
8. O=C(NCCC(c1ccccc1)c1ccco1)c1cccs1 (stereo not drawn)
    -2, -3, -12, 0.5, -4, 7, -2.1, -2, -10, 2
9. O=C(CSc1nnc(NCc2ccccc2)s1)NC1CCS(=O)(=O)C1 (stereo not drawn)
    1, 3, -1, -1.6, 3, 1, -0.2, -5, 16, 0
10. CC1C/C(=N/NC(=O)c2cccc(F)c2)c2ccc(O)cc2C1 (stereo not drawn)
    ., -4, -9, 2.3, -3, -10, -2.3, -1, 24, 3
11. CN(C)c1ccc(C2C3=C(CCCC3=O)OC3=C2C(=O)CCC3)cc1
    3, 1, -7, -0.7, 2, 1, -0.2, -13, 1, -2
12. COc1ccc(-c2nnn(CC(=O)N(CC(=O)NC3CCCC3)Cc3ccco3)n2)cc1OC
    3, -2, -1, -0.2, -1, -7, -0.6, -6, -58, -7
13. Cc1cc(C)c(NS(=O)(=O)c2ccc3c(c2)n(C)c(=O)n3C)c(C)c1
    7, -1, -7, 1.1, -8, ., -1.2, -12, -6, 6
14. c1ccc(Cn2nnc3c(NCc4ccc5c(c4)OCO5)nc(C4CC4)nc32)cc1
    ., -2, -13, -0.1, -3, -6, 0.2, -2, 13, -2
15. C=CCNCCCCOc1c(Cl)cc(C)cc1Br
    1, 0, 1, -1.8, 0, 7, -3.2, -1, 8, -3
16. C/C(=N/N1CCN(Cc2cccc3ccccc23)CC1)c1ccco1
    -3, -6, -9, -0.6, 2, -7, -0.2, 8, 6, -5
17. O=C(c1cccs1)C1C(c2ccc(Br)cc2)NC(=S)NC1(O)C(F)(F)F (stereo not drawn)
    -5, 0, -6, 0.0, -1, 2, 5.2, -1, -9, -7
18. c1ccc(-c2nc(CSc3nnnn3-c3ccccc3)cs2)cc1
    1, -8, -2, 1.1, -2, -5, -1.3, -5, 5, 2
19. Cc1cc(/C=N/NC(N)=O)c(C)n1-c1ccc(F)cc1
    -8, 2, 0, 0.2, -1, -7, 0.6, -5, -5, 1
20. COc1ccc(CC(=O)Nc2ccccc2C(=O)N2CCOCC2)cc1OC
    -4, 2, 10, 1.6, -2, 0, 0.4, -4, -1, -5
21. COc1cc2[nH]c(C(=O)N(C)C3CCS(=O)(=O)C3)cc2c(OC)c1OC (stereo not drawn)
    0, 2, 2, 0.5, -6, 0, -1.9, -2, ., -2
22. Cc1ccc(Cl)c(NC(=O)CCl)c1Cl
    ., 0, -3, -2.8, -4, 7, -0.2, -12, 5, 3
23. Cc1cc(C)cc(OCC(=O)N(Cc2ccc(N(C)C)cc2)C2CCS(=O)(=O)C2)c1 (stereo not drawn)
    -5, -2, -5, -0.4, 6, -4, -1.0, -2, -13, 1
24. Cc1cc(-c2nnc3sc(-c4ccc(Cl)cc4Cl)nn23)n[nH]1
    ., -2, -15, -0.7, -4, -4, 0.6, -4, -13, 2
25. COC(=O)Cn1c2ccc(OC)cc2c2nc3ccccc3nc21
    -1, 1, 4, 1.2, 8, 3, 0.9, -9, -19, 6
26. CS(=O)(=O)c1ccc(C(=O)N2CCN(Cc3ccccc3)CC2)cc1
    0, -1, -1, 0.4, 0, 19, -1.3, -3, 14, 1
27. COc1ccc(OC)c(C2CC(=O)N3CN(c4ccccc4)CSC3=C2C#N)c1 (stereo not drawn)
    ., 0, 0, -0.6, -2, 19, -1.0, -4, -34, 3
28. Cc1ccc(C2C(C(=O)c3cccs3)=C(O)C(=O)N2c2ccc(S(N)(=O)=O)cc2)cc1 (stereo not drawn)
    -8, 4, -5, -1.7, -5, 12, -5.7, -15, ., 0
29. COc1ccc(-c2noc(CN3CCCC(OCc4ccccn4)C3)n2)cc1 (stereo not drawn)
    -2, -1, -4, 0.8, -1, -14, -0.5, 3, -21, 3
30. CSc1ccc(/C=N/NC(=O)CN2CCN(Cc3ccccc3)CC2)cc1
    -1, 0, -2, -3.0, -2, 2, -1.0, -2, -18, -2

# Rewritten with one line to a screen: entries from further up.
14	c1ccc(Cn2nnc3c(NCc4ccc5c(c4)OCO5)nc(C4CC4)nc32)cc1
15	C=CCNCCCCOc1c(Cl)cc(C)cc1Br
16	C/C(=N/N1CCN(Cc2cccc3ccccc23)CC1)c1ccco1
17	O=C(c1cccs1)C1C(c2ccc(Br)cc2)NC(=S)NC1(O)C(F)(F)F (stereo not drawn)
18	c1ccc(-c2nc(CSc3nnnn3-c3ccccc3)cs2)cc1
19	Cc1cc(/C=N/NC(N)=O)c(C)n1-c1ccc(F)cc1
20	COc1ccc(CC(=O)Nc2ccccc2C(=O)N2CCOCC2)cc1OC
21	COc1cc2[nH]c(C(=O)N(C)C3CCS(=O)(=O)C3)cc2c(OC)c1OC (stereo not drawn)
22	Cc1ccc(Cl)c(NC(=O)CCl)c1Cl
23	Cc1cc(C)cc(OCC(=O)N(Cc2ccc(N(C)C)cc2)C2CCS(=O)(=O)C2)c1 (stereo not drawn)

Screen / compound no.,14,15,16,17,18,19,20,21,22,23
CAL PDZ FP-1,.,1,-3,-5,1,-8,-4,0,.,-5
DAGLB inh,-2,0,-6,0,-8,2,2,2,0,-2
PKA-R2B activ,-13,1,-9,-6,-2,0,10,2,-3,-5
LANA DNA inh,-0.1,-1.8,-0.6,0.0,1.1,0.2,1.6,0.5,-2.8,-0.4
Keap1-Nrf2 PPI,-3,0,2,-1,-2,-1,-2,-6,-4,6
Rtt109 HAT inh,-6,7,-7,2,-5,-7,0,0,7,-4
CAL PDZ FP-2,0.2,-3.2,-0.2,5.2,-1.3,0.6,0.4,-1.9,-0.2,-1.0
Cardiac RTF inh,-2,-1,8,-1,-5,-5,-4,-2,-12,-2
SR-BI uptake up,13,8,6,-9,5,-5,-1,.,5,-13
RTF Ca sens act,-2,-3,-5,-7,2,1,-5,-2,3,1

24	Cc1cc(-c2nnc3sc(-c4ccc(Cl)cc4Cl)nn23)n[nH]1
25	COC(=O)Cn1c2ccc(OC)cc2c2nc3ccccc3nc21
26	CS(=O)(=O)c1ccc(C(=O)N2CCN(Cc3ccccc3)CC2)cc1
27	COc1ccc(OC)c(C2CC(=O)N3CN(c4ccccc4)CSC3=C2C#N)c1 (stereo not drawn)

Screen / compound no.,24,25,26,27
CAL PDZ FP-1,.,-1,0,.
DAGLB inh,-2,1,-1,0
PKA-R2B activ,-15,4,-1,0
LANA DNA inh,-0.7,1.2,0.4,-0.6
Keap1-Nrf2 PPI,-4,8,0,-2
Rtt109 HAT inh,-4,3,19,19
CAL PDZ FP-2,0.6,0.9,-1.3,-1.0
Cardiac RTF inh,-4,-9,-3,-4
SR-BI uptake up,-13,-19,14,-34
RTF Ca sens act,2,6,1,3

# Following part.
# Under each structure – CAL PDZ FP-1, DAGLB inh, PKA-R2B activ, LANA DNA inh, Keap1-Nrf2 PPI, Rtt109 HAT inh, CAL PDZ FP-2, Cardiac RTF inh, SR-BI uptake up, RTF Ca sens act
31. O=C(NNC(=O)c1cc(-c2ccncc2)nc2ccccc12)c1ccccc1F
    -9, 1, -7, 1.1, -4, 2, -1.0, -2, -15, -4
32. Cc1cc(NS(=O)(=O)c2ccc(NC(=O)CSc3nnc(-c4ccco4)n3Cc3ccco3)cc2)nc(C)n1
    -1, 2, 10, -1.3, 1, -5, -0.3, -1, 6, -5
33. Cc1ccc(CN(c2ccc(C(=O)NCC3CCCO3)cc2)S(C)(=O)=O)cc1 (stereo not drawn)
    -2, -1, 7, 1.7, 0, 0, -3.7, 8, -10, 2
34. Cc1nn(C)c(C(=O)N/N=C/c2cccc3ccccc23)c1Cl
    1, -2, -4, 2.4, 1, -2, -0.9, 0, -1, 0
35. O=C(O)C1C2C=CC(C2)C1C(=O)NCc1cccc(Cl)c1 (stereo not drawn)
    -1, -1, 2, 0.1, -4, -1, 0.0, 2, 16, -3
36. Cc1c(CN2CCC(Oc3ccc(C(=O)N4CCCCC4)cc3)CC2)cnn1C
    5, 1, 3, 0.0, 2, 1, 0.5, 1, 20, 2
37. S=C(Nc1ccc(Cl)cc1Cl)Nn1cnnc1
    1, 2, -13, -0.6, 1, -16, -2.5, -13, -8, -7
38. CSc1ccccc1NC(=O)CN(C)CC(=O)c1c(C)[nH]c2ccccc12
    -6, -1, -2, -0.4, -4, 5, -0.3, 1, -12, -1
39. CCC(=O)N1c2ccccc2NC2=C(C(=O)CC(C)(C)C2)C1c1cccnc1 (stereo not drawn)
    ., 0, -4, -0.7, -1, 3, -0.9, 1, 8, 6
40. N#CC(c1ccc(Cl)cc1)(c1ncc(C(F)(F)F)cc1Cl)N1CCOCC1 (stereo not drawn)
    ., -12, -6, -0.2, 1, 2, 0.5, 2, -1, -4
41. Cc1cccc(NC(=O)CN(C)S(=O)(=O)c2ccc3c(c2)n(C)c(=O)c(=O)n3C)c1C
    -1, 0, 8, 0.1, -6, -1, -3.3, 3, 14, 0
42. COc1ccccc1OCC(O)CN1CCOCC1 (stereo not drawn)
    -2, -8, 7, 1.9, -1, -2, 0.2, -8, 25, -2
43. O=C(COc1ccc2cc(Br)ccc2c1Br)N1CCOCC1
    6, 0, 4, -2.1, 1, 13, 1.2, -12, -14, -4
44. CCCCOc1ccc(C2C(C(=O)c3cccs3)=C(O)C(=O)N2CCN2CCOCC2)cc1 (stereo not drawn)
    -3, -2, 4, -2.8, 0, -3, -0.1, 7, 10, -8
45. CCOc1ccc(-n2cc(-c3ccccc3)c3c(N4CCOCC4)ncnc32)cc1
    -3, -6, 5, -0.8, -6, -3, -2.3, -12, -82, 3
46. Cc1cc(C)nc(NC(=O)Nc2ccccc2C(F)(F)F)n1
    2, -3, -7, 0.3, -5, 16, -1.2, -4, -28, 8
47. COc1ccc(OCC(=O)NCc2nc(-c3ccccc3)no2)cc1
    ., 7, -2, -0.1, -8, 3, -0.7, 0, -6, -2
